Screening data as filed in PubChem.
ALDH1A1 inh = inhibitors of human aldehyde dehydrogenase 1A1. P00352. Purified ALDH1A1, NADH fluorescence, propionaldehyde substrate. 7.3% of 220,000 active. Potency, µM (highest dose often 75.3 µM), inactives show top-dose activity, negative = inhibition, hits mostly inhibitors; active = well fitted inhibition curve with a large enough effect, not every such curve was filed as active; inconclusive = small, poorly fitted or top-dose-only effect, or another doubt; inactive = no such curve, though single readings can be large or run the other way;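 also: plate controls were no enzyme wells and a reference inhibitor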
RGS12 GoLoco inh = blocks human Gai1 binding to RGS12 GoLoco peptide, red readout | Gai1:RGS12 GoLoco peptide FP, rhodamine, 10 min | Potency, µM (series often up to 61.6 µM), without a hit: top-dose activity, negative = inhibition, hits mostly inhibitors | P63096 | 0.44% of 230,000 active; active = well fitted inhibition curve with a large enough effect, not every such curve was filed as active; inactive = no such curve, though single readings can be large or run the other way; also: % is scaled to controls: 0 for no effect and ±100 for the full control effect; nearly all actives have a fitted effect of over 30% in size; many of its hits are not listed in these tables
TRb SRC2 PPI = disrupts binding of human TR beta to SRC2; P10828; TRbeta-SRC2 peptide binding, fluorescence polarization; receptor liganded with 1 µM T3; Potency, µM (doses to about 106 µM), for inactives: at the top dose activity change, negative = inhibition, actives largely listed as inhibitors; 0.065% of 280,000 active; AID 1469;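 also: plate controls were bound peptide for no effect and peptide without receptor for full effect; nearly all actives have a fitted effect of over 50% in size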
Target sequence (P10828 whole entry, looked up): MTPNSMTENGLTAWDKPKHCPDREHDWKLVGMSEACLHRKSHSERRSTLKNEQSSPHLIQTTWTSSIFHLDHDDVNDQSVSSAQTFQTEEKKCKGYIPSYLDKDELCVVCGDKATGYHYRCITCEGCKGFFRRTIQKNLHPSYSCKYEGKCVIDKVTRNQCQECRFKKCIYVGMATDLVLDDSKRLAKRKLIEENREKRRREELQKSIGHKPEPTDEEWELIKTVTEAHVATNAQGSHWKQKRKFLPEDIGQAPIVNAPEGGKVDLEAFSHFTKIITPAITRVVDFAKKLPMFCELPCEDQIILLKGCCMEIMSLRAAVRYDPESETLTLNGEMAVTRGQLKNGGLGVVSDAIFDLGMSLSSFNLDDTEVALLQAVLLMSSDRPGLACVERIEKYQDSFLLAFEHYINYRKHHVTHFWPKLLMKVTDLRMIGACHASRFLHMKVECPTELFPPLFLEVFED
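Binding of a 20-amino-acid Texas Red SRC2 peptide (20 nM) to TRb ligand-binding domain (0.6 uM) with agonist T3 at 1 uM was followed by fluorescence polarization after a 5 hr room-temperature incubation.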
SMN2 splice enh = SMN2 splice variant enhancement; HEK293 SMN2-luciferase splicing reporter, luminescence, 30-36 h; Potency, µM (series often up to 46.1 µM), for the others: at the top dose activity change, positive = activation, hits mostly activators; 2.8% of 210,000 active; also: % of control where 0% means no effect; nearly all actives have a fitted effect of over 55% in size
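HEK293 cells carry an SMN2 […]–luciferase reporter in which exon 7 inclusion puts luciferase in frame. Cells were plated 10-12 h before compound addition, then incubated 30-36 h at 37C. ONE-Glo luminescence was read; sodium butyrate at 4.5 mM final served as control.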
JMJD2E inh = blocks human JMJD2E demethylase activity | AID 2147 | Potency, µM (series often up to 57.1 µM), without a hit: top-dose activity change, negative = inhibition, hits mostly inhibitors | 1.6% of 230,000 active | JMJD2E catalytic domain, FDH-coupled NADH fluorescence (FDH is formaldehyde dehydrogenase) | B2RXH2; active = well fitted inhibition curve with a large enough effect, not every such curve was filed as active; inconclusive = small, poorly fitted or top-dose-only effect, or another doubt; inactive = no such curve, though single readings can be large or run the other way;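 also: 0% = wells with enzyme and -100% = buffer wells without enzyme; nearly all actives have a fitted effect of over 50% in size; many of its hits are not listed in these tables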
RECQ1 helicase = RECQ1 (human) helicase inhibition; P46063; RECQ1 DNA unwinding, red fluorescence kinetic read; Potency, µM (highest dose often 57.3 µM), for the others: top-dose activity, negative = inhibition, usual class: inhibitors; 0.54% of 240,000 active;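 also: plate controls were vehicle for no effect and no enzyme for full effect; nearly all actives have a fitted effect of over 30% in size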
Target sequence (P46063 whole entry, looked up): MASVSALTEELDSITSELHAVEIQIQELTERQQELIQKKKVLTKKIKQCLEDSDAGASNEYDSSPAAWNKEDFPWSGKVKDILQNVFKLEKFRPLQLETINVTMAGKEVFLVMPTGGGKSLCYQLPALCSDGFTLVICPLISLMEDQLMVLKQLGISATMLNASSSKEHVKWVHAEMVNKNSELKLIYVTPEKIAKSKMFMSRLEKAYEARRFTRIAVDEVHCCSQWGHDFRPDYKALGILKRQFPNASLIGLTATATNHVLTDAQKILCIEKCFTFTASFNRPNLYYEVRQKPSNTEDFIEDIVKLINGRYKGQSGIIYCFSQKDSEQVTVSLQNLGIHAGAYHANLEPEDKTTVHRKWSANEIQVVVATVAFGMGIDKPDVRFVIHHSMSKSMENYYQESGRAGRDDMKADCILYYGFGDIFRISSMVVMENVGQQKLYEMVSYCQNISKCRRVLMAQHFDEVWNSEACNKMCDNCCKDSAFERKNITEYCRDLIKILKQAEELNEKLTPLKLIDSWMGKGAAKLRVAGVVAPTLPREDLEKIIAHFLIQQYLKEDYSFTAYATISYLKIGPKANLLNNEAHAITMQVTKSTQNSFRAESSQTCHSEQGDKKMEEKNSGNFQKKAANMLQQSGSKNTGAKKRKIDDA
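50 nM RECQ1T1 preincubated 15 min with compound in Tris pH 8.0 buffer with MgCl2, DTT, Tween-20 and 2.5 ug/ml poly(dI-dC); started with 200 nM TAMRA/BHQ-2 forked duplex and 2 mM ATP. Unwinding read as fluorescence (525/598 nm), two reads 2 h apart.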
Lamin A splicing = LMNA splicing modulation; AID 1487; HeLa LMNA splicing GFP/RFP minigene ratio, 48 h; 0.01% of 200,000 active; Potency, µM (series often up to 46.1 µM), without a hit: at the highest dose ratio change, negative = inhibition, usual class: inhibitors; active = well fitted inhibition curve with a large enough effect in the signal ratio, with a control signal flat, not every such curve was filed as active; inconclusive = small, poorly fitted or top-dose-only effect, or effect the other way, or a change in a side signal; the % refers to the signal ratio; also: % is scaled to controls: 0 for no effect and ±100 for the full control effect
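S3 HeLa stable clones carrying a lamin A-EGFP splicing minigene plus DsRed2 were seeded at 600 cells/well in Opti-MEM with 2% FBS, pin-dosed and incubated 48 h at 37°C. Acumen cytometry (488 nm) gave the GFP/RFP total-intensity ratio.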
TR SRC2 fluor cs = counter-screen for TRb-SRC2 inhibitors: fluorescence interference; TRb/SRC2 Texas Red total fluorescence interference; Potency, µM (titrated, usually from 106 µM), without a hit: at the top dose fluorescence change, negative = quenching; 0.29% of 280,000 active; active = well fitted curve in either direction with a large enough effect; inconclusive = small, poorly fitted or top-dose-only effect; also: % is scaled to controls: 0 for no effect and ±100 for the full control effect
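Flags fluorescent or light-absorbing compounds by total fluorescence, S + 2P, at 555 nm excitation and 632 nm emission. Mixture: 20 nM Texas Red SRC2 peptide, 0.6 uM human TRb LBD, 1 uM T3, 5% DMSO; compound exposure 5 h at ambient temperature.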
Starred values were filed as active, the others as inactive; i = inactive; ? = inconclusive; . = no result given; [ ] = another dose, or the depositor's remark. Unless noted, calls follow the shape of the dose curve; as a rule, active = well fitted curve in the direction sought with a large enough effect; inconclusive = small, poorly fitted or top-dose-only effect, or another doubt; inactive = no such curve, though single readings can be large; an effect the other way counts as inactive or inconclusive. Potency is read from the fitted curve at half-maximal effect. This is a subset; count on the stated rates, not on these rows.

| smiles | ALDH1A1 inh | RGS12 GoLoco inh | TRb SRC2 PPI | SMN2 splice enh | JMJD2E inh | RECQ1 helicase | Lamin A splicing | TR SRC2 fluor cs |
| --- | --- | --- | --- | --- | --- | --- | --- | --- |
| O=C(Nc1ccccc1C(=O)NCc1ccco1)Nc1cccc2ccccc12 | -7% | 13% | 6% | 3% | ? | i | ? | -1% |
| CCn1cnc2cc(NC(=O)c3ccco3)ccc21 | -7% | -5% | 7% | 5µM* | -29% | -4% | -6% | -7% |
| COc1ccc(OC)c(-c2csc(CCn3nc(C)cc3C)n2)c1 | 3% | 2% | -2% | -2% | -16% | -8% | -14%[46 µM] | 0% |
| CS(=O)(=O)c1ccc2nc(NC(=O)c3cc(-c4ccccc4)nn3-c3ccccc3)sc2c1 | ? | 25% | 11% | -27% | -7% | 2% | 4% | -1% |
| COc1cc(NC(=O)Cc2cccs2)ccc1-n1cnnn1 | ? | -3% | 4% | 13% | -3% | i | -13% | 1% |
| O=C(Cn1ncc2c1-c1ccccc1OC2)Nc1nc2ccccc2s1 | 5% | -3% | 5% | 10% | -3% | -12% | -15% | -5% |
| CC(=O)N1c2ccccc2Nc2ccccc21 | 3% | 3% | 1% | 2% | -8% | i | 2% | -2% |
| CC(C)(C)C(=O)CN1C(=O)C2(OCCO2)c2ccccc21 | -1% | 3% | 7% | -5% | 3% | -8% | 2% | 1% |
| CN(C)C=Nc1nonc1N | -1% | 4% | -6% | -5% | 5% | ? | 1% | -3% |
| O=C1CCCN1CN(C(=O)c1ccccc1)c1ccc(F)cc1 | -2% | 5% | -16% | 11% | 7% | ? | 9% | 2% |
| CCOc1cc(C2NC(=O)NC(O)(C(F)(F)F)C2C(=O)c2ccc(OC)cc2)ccc1O (stereo not given) | 5.6µM* | 2% | 9% | 0% | 8% | -5% | 7% | 2% |
| Cc1cc(N2CCCCC2)nc(N)n1 | 10% | 9% | 7% | ? | 10% | -7% | -3% | 0% |
| COc1ccc(CCNS(=O)(=O)c2ccc3oc(C(=O)O)c(C)c3c2)cc1OC | -3% | 9% | -13% | 9% | -17% | 5% | -5% | -3% |
| CC1(C)CC(=S)Nc2ccccc2S1 | 10µM* | -3% | -7% | -1% | -5% | -3% | -1% | -5% |
| O=C(c1cc(C(F)(F)F)cc(C(F)(F)F)c1)N1CCC[C@@]2(CCN(Cc3nccs3)C2)C1 | 1% | -2% | . | -5% | . | -12% | . | . |
| C1=C(c2ccccc2)Nc2nnnn2C1c1cccs1 (stereo not given) | -2% | -5% | 8% | 1% | 3% | -12% | -3% | -2% |
| C=CCNC(=O)NC(=O)COC(=O)CC(NC(N)=O)c1ccc(Cl)cc1 (stereo not given) | 1% | 1% | 1% | -3% | 4% | -1% | -1% | 5% |
| O=c1oc2ccccc2c2nccnc12 | 0% | 4% | -7% | -3% | 5% | i | 10% | 0% |
| COC(=O)c1c(C)oc(C)c1S(=O)(=O)NCc1cccs1 | 8% | -4% | 5% | . | 8% | i | . | 4% |
| O=C(NCCN1CCN(Cc2ccccc2)CC1)Nc1cc(Cl)cc(Cl)c1 | . | -1% | 5% | . | 2% | -13% | . | -1% |
| O=C(COC(=O)CCC(=O)c1ccc(F)cc1)NCc1ccco1 | 10% | 4% | -7% | -13% | -5% | -12% | 5%[46 µM] | -1% |
| COc1ccc(CC(=O)Nc2cccc(SC)c2)cc1OC | 5% | -6% | 3% | -100%[inhibitor] | 4% | -7% | . | 0% |
| CN(C)C(=S)Nc1cccc(-c2n[nH]c(=S)o2)c1 | ? | -5% | -7% | -7% | ? | -2% | 20%[46 µM] | -1% |
| COc1ccc(NS(=O)(=O)c2ccc(NC(=O)c3cnn4c(C(F)F)cc(-c5ccc(C)cc5)nc34)cc2)cc1 | 4% | 7% | -8% | 19% | 12% | 4% | 1% | 2% |
| COCCNC(=O)c1cc(-c2cccnc2)nc2ccc(Br)cc12 | 10% | 4% | 10% | 9% | 6% | -3% | 6% | -1% |
| CC(C)(C)NC(=O)C(c1cccs1)N(C(=O)C(=O)NC1CCCC1)c1ccccc1F (stereo not given) | 5% | 4% | 0% | . | 6% | -4% | 19%[46 µM] | -1% |
| COc1ccccc1N1CCN(Cc2nc(-c3ccc(F)cc3)oc2C)CC1 | 0.4µM* | -3% | 0% | . | 1% | -5% | . | -5% |
| COC(=O)CC1C(=O)NCCN1C(=O)CSc1nc2ccccc2o1 (stereo not given) | ? | -2% | -3% | 0% | -8% | i | . | 2% |
| COc1ccc(-c2ccc(SCc3ccccn3)nn2)cc1OC | ? | 9% | -1% | 8% | -22% | 3% | ? | 1% |
| CCOc1ccccc1NC(=O)N1CCCC1C(=O)Nc1ccc(NC(C)=O)cc1 (stereo not given) | 10% | 4% | -7% | -1% | 4% | 0% | 0% | -2% |
| C=CCSc1nc(O)c(C2OC(=O)c3c2ccc(OC)c3OC)c(=O)n1-c1ccccc1 (stereo not given) | . | 34%[activator] | -5% | . | 1% | -3% | . | -2% |
| CCc1ccccc1N1C(=O)[C@@H]2Cc3ccccc3CN2C1=O | . | 2% | 2% | . | 7% | -5% | . | -6% |
| Cc1ccnc(NC(=O)CCC(=O)N(CC(=O)NCc2ccccc2)c2ccc3c(c2)OCO3)c1 | -8% | -1% | -9% | -2% | -7% | -1% | -7% | -2% |
| O=C(O)CCCc1nc(-c2ccccc2)no1 | 23% | 1% | -13% | 15% | 6% | -15% | -4% | 2% |
| O=C(Nc1ccc(-c2ccc3nncn3n2)cc1)C1CCCC1 | -9% | 11% | 0% | ? | ? | -2% | . | -2% |
| Cc1ccccc1C(=O)N1CCN(c2ccccn2)CC1 | ? | 6% | -27% | -3% | 3% | -17% | -9% | 0% |
| Cc1cccc2[nH]c(CN(C)Cc3nc(CC4CC4)no3)nc12 | 2% | 21% | 3%[53 µM] | . | -18% | 14% | ? | -2%[53 µM] |
| CS(=O)(=O)N(CC(=O)NCc1ccncc1)Cc1ccc(Cl)cc1 | 4% | 2% | -19% | 6% | -3% | i | 9% | -1% |
| CCn1c(SCC(=O)Nc2cccc(NC(=O)c3ccco3)c2)nnc1-c1cccs1 | ? | 8% | -14% | 16% | 1% | i | -10% | -1% |
| O=Cc1ccc(Oc2cc(-c3ccccc3)nc(-c3ccccc3)n2)cc1 | 22µM* | 0% | 2% | -4% | -2% | -5% | -12% | -23% |
| CC(NC(=O)COC(=O)/C=C/c1ccc([N+](=O)[O-])cc1)c1ccccc1 (stereo not given) | 3% | 3% | -5% | 2% | 8% | -16% | -14% | -2% |
| CC(C)C[C@@H](CC(=O)N[C@H](CC(=O)N[C@@H]1CCCC[C@H]1C(=O)N[C@H](CC(=O)N[C@@H](CCC(=O)O)CC(=O)O)Cc1c[nH]c2ccccc12)C(C)C)NC(=O)[C@@H]1CNCC[C@H]1N | -15% | 3% | 7% | 5% | -10% | -15% | . | -2% |
| O=c1cc(O)nc(SCc2ccc(Cl)cc2)[nH]1 | 9% | 44%[activator] | 2% | 20% | -3% | -6% | ? | 2% |
| Cn1c(=O)c2c(nc(NCCc3ccccc3)n2Cc2ccc(F)cc2)n(C)c1=O | -28% | -5% | 8% | -4% | 1% | -6% | -2% | -1% |
| CC(NC(=O)Cn1c(=O)[nH]c2ccsc2c1=O)C12CC3CC(CC(C3)C1)C2 (stereo not given) | 9% | 3% | -3% | -6% | 4% | 5% | 9% | -1% |
| CC(C)(C)c1cnnn1-c1ccc(-c2csc(N)n2)cc1 | 18µM* | -4% | -2% | -11% | -12% | -2% | -16% | -2% |
| CC(C)c1cccc(C(C)C)c1OCCCCN1CCCC1 | 10% | -1% | -1% | -5% | -1% | -1% | 11% | 6% |
| C=CCn1c(=S)[nH]c2scc(-c3cccs3)c2c1=O | 13µM* | -7% | -6% | -79%[inhibitor] | -8% | 0% | ? | -5% |
| CC1=C(C(=O)Nc2ccccc2)C2(CCCCC2)C(C#N)=C(S)N1 | 20µM* | 5% | 7% | 19% | -3% | -6% | -3% | -3% |
| CCOC(=O)N/N=C/c1c(C)nn(-c2ccccc2Cl)c1Cl | -1% | -4% | 2% | 13µM* | 6% | -10% | -7% | 1% |
| CC(C)C(=O)NC(=S)N(Cc1ccccc1)Cc1ccccc1 | -11% | 3% | -6% | -4% | -10% | -1% | -2% | -1% |
| O=C(NCCO)C(O)C(O)C(=O)NCCO (stereo not given) | 18µM* | 9% | -1% | . | -1% | -2% | -6%[46 µM] | -3% |
| O=C(NCCCn1ccnc1)c1cc2nc(-c3ccc(Br)cc3)cc(C(F)(F)F)n2n1 | -16% | -1% | 8% | -18% | ? | -2% | -11% | 0% |
| O=C(CN(c1ccc(F)cc1)S(=O)(=O)c1ccc2c(c1)OCCO2)Nc1ccc2c(c1)OCO2 | -14% | 8% | -6% | -11% | -2% | -6% | -6% | 2% |
| CC(C)=C1SC(N2CCCCC2)=NC1=O | -3% | 7% | -2% | -3% | -5% | 3% | -4% | -5% |
| CCOc1ncccc1C(=O)Nc1ccc(S(=O)(=O)NC2=NCCCCC2)cc1 | -15% | 2% | 0% | -2% | -4% | i | ? | -2% |
| COc1ccc(N(CC(=O)NCCC2=CCCCC2)S(C)(=O)=O)cc1 | ? | 6% | -5% | 29% | -9% | -10% | -2% | 1% |
| Cc1cc(Br)ccc1NC(=O)CN1C(=O)C2C3CC(c4ccccc4)C(C3)C2C1=O (stereo not given) | -32% | 0% | 2% | -86%[inhibitor] | -1% | i | ? | -4% |
| O=C(Nc1ccccc1C(=O)N1CCOCC1)c1ccco1 | -1% | -1% | -5% | -4% | -8% | i | -2% | -3% |
| COc1ccc(CN(CC2CCCO2)S(=O)(=O)c2ccc(C(=O)O)cc2)cc1OC (stereo not given) | -1% | 5% | 3% | 11% | 3% | i | -5% | -3% |
| Cn1c(C(=O)NCCOc2ccccc2Cl)cc(=O)n(C)c1=O | -4% | -4% | 4% | -14% | -9% | -6% | -8%[46 µM] | 4% |
| COc1ccc(N(C(=O)c2cccnc2)S(=O)(=O)c2ccc3c4c(cccc24)C(=O)N3C)cc1 | ? | 13% | 6% | 7% | ? | -13% | 3% | -4% |
